# Screening data as filed in PubChem BioAssay.
# RBX1-CUL1 inh – human ROC1-CUL1 E3 ligase inhibition. P62877+Q13616. in vitro K48 di-Ub FRET, acceptor:donor ratio, 45 min. inhibition, % at 10 µM. hit rate 0.6% among 140,000; in the data active = inhibition above about 25%
# Target sequence (P62877 whole entry, looked up): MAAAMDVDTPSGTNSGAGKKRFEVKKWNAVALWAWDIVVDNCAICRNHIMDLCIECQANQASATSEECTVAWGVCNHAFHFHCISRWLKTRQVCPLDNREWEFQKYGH
# Target sequence (Q13616 whole entry, looked up): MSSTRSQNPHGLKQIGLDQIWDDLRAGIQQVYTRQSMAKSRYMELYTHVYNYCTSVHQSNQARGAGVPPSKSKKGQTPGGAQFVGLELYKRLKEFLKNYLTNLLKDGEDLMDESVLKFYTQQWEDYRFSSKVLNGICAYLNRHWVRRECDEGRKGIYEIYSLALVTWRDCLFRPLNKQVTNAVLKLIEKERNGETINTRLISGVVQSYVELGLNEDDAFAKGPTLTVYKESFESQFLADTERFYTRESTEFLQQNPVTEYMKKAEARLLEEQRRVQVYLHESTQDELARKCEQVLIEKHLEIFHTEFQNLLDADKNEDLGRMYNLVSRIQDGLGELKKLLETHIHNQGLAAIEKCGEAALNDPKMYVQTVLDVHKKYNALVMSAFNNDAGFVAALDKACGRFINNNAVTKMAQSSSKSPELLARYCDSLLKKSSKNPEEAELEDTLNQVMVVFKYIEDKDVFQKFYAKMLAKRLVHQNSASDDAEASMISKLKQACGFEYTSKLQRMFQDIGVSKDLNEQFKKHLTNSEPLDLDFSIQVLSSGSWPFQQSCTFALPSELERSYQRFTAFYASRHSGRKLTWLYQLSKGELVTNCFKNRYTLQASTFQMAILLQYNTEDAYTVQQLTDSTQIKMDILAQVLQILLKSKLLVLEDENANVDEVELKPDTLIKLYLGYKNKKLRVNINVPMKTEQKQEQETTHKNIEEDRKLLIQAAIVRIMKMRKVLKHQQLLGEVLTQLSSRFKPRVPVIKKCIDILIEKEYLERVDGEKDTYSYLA
# Starred values were filed as active, the others as inactive. These rows are one share of the data; rates above refer to the full screens.
SMILES,RBX1-CUL1 inh
O=C(Nc1ccc2c(c1)OCCO2)C(F)(F)F,4
CCc1ccc(C(=O)c2cn(CC(=O)Nc3ccc(F)cc3)c3ccc(F)cc3c2=O)cc1,-6
COCCN1CC(c2ncc(-c3ccccc3)[nH]2)CC1=O (stereo unspecified),12
COc1ccc(NC(=O)c2cnn(-c3ccc(C)c(C)c3)c2C2CCNCC2)cc1OC,4
Cc1ccc(C2=C(C#N)C(=O)N(c3ccccc3)C(=N)C2C#N)cc1 (stereo unspecified),3
COc1ccccc1C(=O)N[C@@H]1c2ccccc2C2(CCN(C(=O)c3cc(C)nn3C)CC2)[C@H]1OC,5
Cc1cccc(-n2c(=O)c3c(c4cc(C)ccc4n3C)n(CC(=O)Nc3ccccc3C(F)(F)F)c2=O)c1,9
CCCN1CCN(CCNC(=O)Nc2ccccc2OCC)CC1,8
CC[C@@]1(C(=O)OC)C[C@H](C(=O)NC2CCC2)[C@H](c2ccc(OC)cc2)N1C,-4
COc1ccc(OC)c(C(=O)c2coc3ccc(O)c(CN4CCOCC4)c23)c1,0
COc1ccc(C2C/C(=N\O)C(C)C(c3ccc(OC)cc3)N2)cc1 (stereo unspecified),2
Cc1ccc2oc3c(c(=O)c2c1)C(c1ccc([N+](=O)[O-])cc1)N(CCCN1CCOCC1)C3=O (stereo unspecified),0
O=S(=O)(Nc1ccc(S(=O)(=O)NC2CCCCC2)cc1)c1ccc2ccccc2c1,-8
O=C1N=C(SC(c2ccccc2)c2ccccc2)NC(=O)C1Cc1ccccc1 (stereo unspecified),7
O=C1CC(c2ccccc2)OC12CCCCC2 (stereo unspecified),-4
CN(CC1COCCO1)c1nc2nonc2nc1NCc1cccs1 (stereo unspecified),9
C=CCCC(=O)N1CCCC(CCc2ccc(F)c(F)c2)C1 (stereo unspecified),5
CC(=O)c1c(C)nn(S(=O)(=O)c2ccccc2)c1C,11
CCCC1=NN2C(=N)/C(=C/c3ccc(OCCOc4cccc(OC)c4)c(OC)c3)C(=O)N=C2S1,13
COc1cc(S(=O)(=O)Nc2cccnc2)c(Cl)cc1Cl,4
Nc1cccc(C(=O)Nc2ccc(N)cc2N)c1,1
CCc1cccc(NC(=O)c2cc([N+](=O)[O-])ccc2Cl)c1,2
COc1ccc(C(c2ccc(OC)c(C)c2)C(Cl)(Cl)Cl)cc1C,5
COc1ccc(-c2n[nH]c3c2C(c2ccccn2)N(C)C3=O)cc1 (stereo unspecified),3
CCn1c(COc2ccc(Cl)cc2Cl)nc2ccccc21,2
O=C1CC(C(=O)N2CCc3[nH]nc(-c4ccco4)c3C2)c2ccccc2N1 (stereo unspecified),6
O=C(NC(NCC12CC3CC(CC(C3)C1)C2)(C(F)(F)F)C(F)(F)F)c1ccc(Cl)cc1Cl,-2
O=C(Nc1cc(C(F)(F)F)ccc1OCCOc1ccccc1)c1ccccc1,1
COC(=O)c1cn(-c2nc(C)cc(C)n2)nn1,-2
O=c1[nH]c(CN2CCN(c3cccc(Cl)c3)CC2)nc2ccccc12,-3
Cc1cccc(OC(=O)c2ccc(Cl)c(Cl)c2)c1,-1
Cc1[nH]n(-c2ccccc2)c(=O)c1C(c1ccc(-c2ccc(Br)cc2)o1)c1c(C)[nH]n(-c2ccccc2)c1=O,-9
CC1=Nc2nc(SCc3ccccc3)nn2C(c2ccc(C)cc2)C1C(N)=O (stereo unspecified),3
CC(C)N1C(=O)/C(=C\c2ccc(N(C)C)cc2)C(=O)N(Cc2ccco2)C1=O,11
Cn1c(NCCO)nc2c1c(=O)n(Cc1cccc(F)c1)c(=O)n2C,11
COc1cc2nc(NCc3ccccc3)n3nc(-c4ccccc4)nc3c2cc1OC,-14
O=C(CCC1N=C2c3ccccc3N=C(SCc3cccc(Cl)c3)N2C1=O)NCCc1ccccc1 (stereo unspecified),-5
Cc1ccc(NC(=O)CN2C(=O)S/C(=C\c3ccc(-c4cc(C(=O)O)ccc4Cl)o3)C2=O)cc1C,8
CCOc1cc(Cl)c(S(=O)(=O)n2cc(C)nc2CC)cc1Cl,-1
Cc1c(/C=C(\C#N)C(=O)Nc2cccc(Cl)c2)c2ccccc2n1Cc1ccccc1,9
COc1ccc(C2(CNC(=O)C(=O)NCC3(c4ccccc4)CCCC3)CCOCC2)cc1,1
N#C/C(=C\c1ccc(Br)o1)c1nc(-c2ccc(Cl)c(Cl)c2)cs1,2
O=C(/C=C\c1ccccc1)NC1CC(=O)N(c2ccccc2)C1 (stereo unspecified),-4
O=C(Nc1ccc2c(c1)OCO2)c1ccc2c(c1)C(=O)N(CC1CCCO1)C2=O (stereo unspecified),2
COc1ccccc1NC(=O)C1C(C)=Nc2nc(SC)nn2C1c1ccccc1Cl (stereo unspecified),12
O=C(CCS(=O)(=O)c1nc(-c2ccc3c(c2)OCO3)cc(C(F)(F)F)n1)Nc1ccccc1C(F)(F)F,4
O=S(=O)(Cc1ccc(Cl)cc1Cl)NC1CC1,13
Cc1cc(C)cc(-n2c(C)cc(C(=O)C(=O)Nc3nnc(C)s3)c2C)c1,-5
CCN(CC)C(=O)C1CCCN(C(=O)CC2(c3ccccc3Cl)CC(=O)N(CCOC)C2=O)C1 (stereo unspecified),5
CCC(C)c1ccc(OCC(=O)Nc2cccc3ccc(C)nc23)cc1 (stereo unspecified),-8
CC(C)(C)OC(=O)N1CCCC1C(=O)OCC(=O)c1ccccc1 (stereo unspecified),2
COc1ccc(-c2noc(CSc3nc4ccccc4[nH]3)n2)cc1OC,0
N#CC1C(=N)OC2=C(C(=O)CCC2)C1c1ccccc1OCc1ccc(Br)cc1 (stereo unspecified),9
CCOc1ccccc1CNCCNC(=O)c1nonc1N,5
CC(C)CN1C(=O)c2ccc(C(=O)Nc3ccccn3)cc2C1=O,1
CC1CCCCN1S(=O)(=O)c1ccc(NC(=O)c2cccnc2)cc1 (stereo unspecified),-7
COc1ccccc1C(=O)NCCC(C)C,-2
Cc1cc(NS(=O)(=O)c2ccc(NC(=O)COc3ccc(C(C)C)c(C)c3)cc2)no1,12
N#C/C(=C\c1ccc(O)cc1)C(=O)NCC1CCCO1 (stereo unspecified),-9
Cc1ccccc1C(=O)Nc1cccc(C(=O)OCc2cc(=O)n3c(C)csc3n2)c1,-10
# (list continues)
SMILES,RBX1-CUL1 inh
CC(C)C1C(c2ccccc2)NC(c2ccccc2)CC1(O)Cc1ccccc1 (stereo unspecified),1
O=C(CSc1nnc(-c2ccccc2O)o1)Nc1c(Cl)cc(Cl)cc1Cl,-4
O=C(CSc1nc(-c2cccs2)cc(C(F)(F)F)n1)N1CCCc2ccccc21,2
Cc1ccc(NC(=O)CCC(=O)NNC(=O)Nc2ccc(Cl)cc2)c(C)c1,3
COc1ccc(-c2c(C(C)=O)c(C)nc3sc4c(=N)n(N)cnc4c23)cc1,3
Cc1cnc(CN2CCC(c3ccc(F)c(F)c3)Sc3ccccc32)[nH]1 (stereo unspecified),10
COc1ccc(NC(=O)C2CCCN(S(=O)(=O)c3c(C)n[nH]c3C)C2)cc1OC (stereo unspecified),0
COc1ccc(NC(=O)C(Cc2ccccc2)NS(=O)(=O)c2ccc(Br)s2)cc1OC (stereo unspecified),-7
Nc1c(C(=O)NCc2ccccc2)sc2nc(-c3ccc(F)cc3)ccc12,1
O=C(Nc1cccc(F)c1)C1CCN(C(=O)c2ccccc2F)CC1,1
Nc1nnc(CCCCCCCCCCc2nnc(N)s2)s1,8
S=C1C(=Nc2ccccc2)N(c2ccccc2)C(=Nc2ccccc2)N1c1ccccc1,0
CCOCC(=O)Nc1cccc(C(=O)Nc2ccc(OC)cc2)c1,-2
COc1cc(-c2noc(-c3nnn(-c4ccc(Cl)cc4)c3C)n2)cc(OC)c1OC,-3
CCOCCCNC(=O)CCSc1ccc(C)cc1,-6
CC(C)c1cc(CNC(=O)C2CCCN(C3CCN(C(C)C)CC3)C2)on1 (stereo unspecified),11
O=C(Oc1cc(=O)n(-c2ccccc2)c(-c2ccccc2)n1)c1ccccc1,-8
COc1cc(C(=O)Oc2ccccc2/C=N/NC(=O)c2c(-c3ccccc3)noc2C)cc(OC)c1OC,-12
CC(=O)c1c(-c2ccccc2)ccnc1C,4
Brc1ccc2c(c1)c1c3c(nccn32)CCC1,1
OCC1(Cc2cccc(C(F)(F)F)c2)CCN(Cc2ccccn2)CC1,-1
Nc1sc(C(=O)c2ccc(Br)cc2)c2nc(N3CCOCC3)c3c(c12)CCCC3,0
Cc1ccc(C)c(NC(=O)Cn2cc(C(=O)c3ccncc3)c(=O)c3cc(F)ccc32)c1,1
CCOc1cc(C(OC(C)=O)OC(C)=O)cc(Br)c1OCC,-3
COC(=O)c1ccc(C2Nc3c(C)cc(C)cc3C3C=CCC32)cc1 (stereo unspecified),-5
CCOCc1nnc(NS(=O)(=O)c2ccc(C)cc2)s1,-3
COc1cc(NS(=O)(=O)c2ccc3c(c2)CC(C)N3C(=O)C2CCC2)cc(OC)c1OC (stereo unspecified),-2
O=C(NCC1(c2ccccc2)CCOCC1)c1cc2ccccc2o1,-4
Cc1c(Br)c(=O)oc2c1c(=O)n(-c1ccccc1)c(=S)n2-c1ccccc1,8
Cc1ccc(Nc2nc(CC(=O)O)cs2)c(C)c1,0
Cc1ccc(CNC(=O)c2cccc(N3CCCS3(=O)=O)c2)cc1,-4
CC(C)C(=O)N1CCN(c2ccccc2NC(=O)COc2ccc(Cl)cc2)CC1,6
C#CCOCC(O)CN1CCN(c2cc(Cl)ccc2C)CC1 (stereo unspecified),2
O=C(Nc1ccccc1Cl)c1ccc(N2CCOCC2)cc1,11
CCOC(=O)N1CCN(CC(O)COC2CC(C)CC(C)(C)C2)CC1 (stereo unspecified),0
CNCC(O)Cn1c(C(F)(F)F)nc2ccccc21 (stereo unspecified),-2
Cc1nc(N2CCC(C(=O)NCC3CCN(C4CCCC4)CC3)CC2)nc2ccc(C(C)C)cc12,9
Cc1cn2c3c(=O)n(Cc4ccccc4)c(=O)n(C)c3nc2n1CCO,7
Cc1ccc(-c2nc3c(N)nnc(N)c3nc2-c2ccc(C)cc2)cc1,2
COc1ccc(C(C)C)cc1S(=O)(=O)Nc1ccccc1F,-4
O=C1CC(=O)c2c(c3c(n(-c4ccccc4)c2=O)CCCCCC3)O1,9
COc1ccc(F)cc1S(=O)(=O)Nc1cccc(C)c1,0
Cc1cc2c3c(c1)c(-c1ccccc1)c(C)n3CCC2,5
Cc1nn(CC(=O)Nc2cccc(C(F)(F)F)c2)c(=O)c2nn(-c3ccccc3)c(C)c12,-4
O=C(CCC1CCN(C(=O)CCCN2CCCC2=O)CC1)NCc1ccc(F)cc1,12
C=CCn1nc(Br)nc1Br,2
c1coc(C2CCC(c3ccco3)(c3ccco3)c3ccoc32)c1 (stereo unspecified),4
CC(=O)c1cccc(NC(=O)Cn2c(=O)oc3cc(S(=O)(=O)N4CCCC4)ccc32)c1,6
CSc1nnc(-c2cc(Br)ccc2N=CC2C(=O)N(c3ccccc3)N=C2C)c(=O)[nH]1 (stereo unspecified),-8
COc1cc2c(-c3ccccc3C)nc3c(c(C)nn3-c3ccccc3)c2cc1OC,0
COc1ccc(CCCN2C(=O)O[C@@H]3CN(c4cc(OC)ncn4)C[C@@H]32)cc1,3
CCCn1c(C)cn2c3c(=O)n(CCC(C)C)c(=O)n(C)c3nc12,7
Cc1ccccc1-c1nnc(C2CCN(S(=O)(=O)c3ccc(Cl)cc3)CC2)o1,-6
c1ccc2c(c1)CC(N1CCCCC1)c1ccccc1S2 (stereo unspecified),-6
CCc1ccc(NC(=O)N(Cc2c[nH]c3ccccc23)C2CCCCCC2)cc1,7
COc1ccc(CC(=O)NNC(=O)[C@@H]2CCCC[C@@H]2C(=O)O)cc1,0
CN(C)S(=O)(=O)c1cccc(-c2csc(-c3ccccc3)n2)c1,3
COc1ccc(OCc2nc(C(=O)N3CCN(c4cccc(C)n4)CC3)co2)cc1,-1
CCCNc1ccc(C(C)=O)cc1,3
C#CCOc1ccc(C=C2C(=O)c3ccccc3C2=O)cc1OC,8
# Further entries follow:
SMILES,RBX1-CUL1 inh
O=C(Nc1ccccc1C(=O)OCc1cc(=O)n2ccsc2n1)c1ccc(Cl)cc1,-1
O=C1CC(c2ccccc2)Nc2ccccc21 (stereo unspecified),2
COc1ccc(N2CCCn3c2nc2c3c(=O)n(CCCO)c(=O)n2C)cc1,5
CCOc1ccccc1NC(=O)CSc1nc2c(oc3ccccc32)c(=O)n1-c1ccc(C)c(C)c1,-3
O=C(Cc1ccccc1)NCc1cccnc1N1CCN(c2ccccn2)CC1,-2
CCOc1ccccc1C(=O)N(Cc1cc(OC)c(OC)c(OC)c1)C1CCS(=O)(=O)C1 (stereo unspecified),2
